CRFBP-R2 agonist: CRF-BP/CRF-R2 complex agonism | HEK293 CRF-R2/CRF-BP, calcium dye fluorescence (FLIPR); percent of saturating CRF peptide response | activation, % at 13.2 µM | hit rate 0.46% among 350,000 | AID 588473;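 active = activation of at least 50%, plus an integration ratio under a set limit after plate pattern correction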;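 also: plate controls were neutral control wells without compound for no effect and CRF at EC100 for full effect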
M1 PAM: human CHRM1 positive allosteric modulation. activation, % at 3 µM. CHO-K1 hM1, Fluo-8 calcium fluorescence, ACh EC20; 0% = ACh EC20, 100% = maximal ACh. hit rate 0.088% among 360,000; in the data active = activation above about 19%, passing the limit was not always enough
Target sequence (P11229 whole entry, looked up): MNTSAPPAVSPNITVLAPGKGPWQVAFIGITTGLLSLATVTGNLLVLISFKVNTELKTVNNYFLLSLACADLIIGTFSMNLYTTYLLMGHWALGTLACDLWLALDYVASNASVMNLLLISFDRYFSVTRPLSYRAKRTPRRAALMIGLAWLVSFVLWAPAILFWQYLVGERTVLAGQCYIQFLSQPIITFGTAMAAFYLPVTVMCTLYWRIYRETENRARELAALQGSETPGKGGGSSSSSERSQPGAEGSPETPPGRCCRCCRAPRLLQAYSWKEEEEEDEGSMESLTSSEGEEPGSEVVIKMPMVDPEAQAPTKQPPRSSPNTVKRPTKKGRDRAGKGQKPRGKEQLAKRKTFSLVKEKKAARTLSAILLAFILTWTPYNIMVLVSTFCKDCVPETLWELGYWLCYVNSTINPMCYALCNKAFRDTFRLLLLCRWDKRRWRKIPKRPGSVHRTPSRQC
CHRM4 agonist: CHRM4 agonism in calcium assay; activation, % at 3 µM; AID 624127; CHO-K1 hM4/Gqi5, Fluo-8 calcium fluorescence; vehicle 0%, full acetylcholine response 100%; hit rate 0.14% among 360,000; P08173;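 active = activation above the run mean over all test wells plus 3 SD, cut at about 32% in these data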;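 also: peak over basal fluorescence ratio per well then scaled between controls; 0% = DMSO wells and 100% = acetylcholine at EC100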
Target sequence (P08173 whole entry, looked up): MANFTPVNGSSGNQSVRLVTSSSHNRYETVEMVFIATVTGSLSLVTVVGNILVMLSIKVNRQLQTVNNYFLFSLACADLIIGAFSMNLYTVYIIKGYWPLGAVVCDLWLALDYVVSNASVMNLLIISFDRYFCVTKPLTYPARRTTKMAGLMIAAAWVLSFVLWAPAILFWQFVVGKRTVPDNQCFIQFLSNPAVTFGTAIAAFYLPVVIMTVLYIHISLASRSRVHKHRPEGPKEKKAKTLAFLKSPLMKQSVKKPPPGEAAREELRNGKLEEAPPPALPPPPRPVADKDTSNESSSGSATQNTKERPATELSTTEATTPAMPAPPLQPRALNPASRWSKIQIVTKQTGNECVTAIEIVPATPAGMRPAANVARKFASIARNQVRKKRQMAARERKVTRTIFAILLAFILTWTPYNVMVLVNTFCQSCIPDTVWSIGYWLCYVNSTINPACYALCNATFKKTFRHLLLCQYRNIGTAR
CHRM5 antagonist: CHRM5 antagonism in calcium assay. CHO-hM5 cells, Fluo-8 calcium fluorescence, ACh EC80. inhibition, % at 3 µM. hit rate 0.59% among 360,000;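 active = inhibition above a per-plate cutoff, the mean of that plate's test compounds plus 3 SD, cut at about 27% in these data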;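 also: 0% = acetylcholine EC80 with DMSO and 100% = DMSO without agonist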
M5 PAM: positive allosteric modulators of human muscarinic M5 receptor; AID 624038; hit rate 0.3% among 360,000; CHO-K1 hM5, Fluo-8 calcium, ACh EC20 PAM; 0% = ACh EC20, 100% = ACh EC100; P08912; activation, % at 3 µM;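 active = activation above the run cutoff, the mean activation of all test compounds plus 3 SD, cut at about 18% in these data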
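System: CHO-K1 hM5 cells. Reagent: acetylcholine, EC20 level. Compound dosing: single dose, 3 µM nominal final test concentration. Timing: Post-acetylcholine fluorescence recording 140 s. Detection: Fluo-8 calcium fluorescence. Read-out: % activation, ACh-normalized. Benchmarks: ACh EC20 and EC100 wells. Repeats: singlicate, one well per test compound.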
M1 antag: blocks human M1 muscarinic receptor | P11229 | CHO-K1 hM1, Fluo-8 calcium fluorescence, ACh EC80 antagonist | inhibition, % at 3 µM | hit rate 1.3% among 360,000;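 active = percent inhibition above its own plate's cutoff, namely the mean of that plate's compound wells plus 3 SD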;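 also: peak over basal fluorescence ratio during 140 s after agonist addition; 0% = ACh EC80 plus DMSO and 100% = DMSO alone without agonist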
M4 PAM: CHRM4 positive allosteric modulation. CHO-K1 hM4/Gqi5, Fluo-8 calcium fluorescence, ACh EC20; 0% = ACh EC20, 100% = maximal ACh. P08173. hit rate 0.4% among 360,000. activation, % at 3 µM. AID 624126;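 active = activation above its plate's cutoff, the mean activation of sample wells plus 3 SD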; also: some results filed as inactive read as strong as hits
M4 antag: blocks acetylcholine activation of human M4 receptor; CHO-hM4 cells, ACh EC80, Fluo-8 calcium fluorescence; inhibition, % at 3 µM; hit rate 0.73% among 360,000;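 active = inhibition above its plate's cutoff, the mean inhibition of sample wells plus 3 SD, cut at about 27% in these data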;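 also: 0% = acetylcholine EC80 with DMSO and 100% = DMSO without agonist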
CHRM5 agonist: agonists of human muscarinic M5 receptor (CHRM5); CHO-K1 hM5 cells, Fluo-8 calcium fluorescence; 0% DMSO wells, 100% maximal acetylcholine response; hit rate 0.19% among 360,000; activation, % at 3 µM; AID 624037;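 active = activation above the run's mean over test compounds plus 3 SD, cut at about 23% in these data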;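 also: signal is peak over basal fluorescence ratio across the kinetic read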
Active calls of the source: *; · = not tested or not shown. Rows are unselected, and some 2.8% of all compounds hit somewhere here.

Each structure is followed by: CRFBP-R2 agonist	CHRM5 agonist	CHRM5 antagonist	M4 PAM	M5 PAM	M1 antag	M4 antag	M1 PAM	CHRM4 agonist
Cc1nc(NC(C)c2ccccc2)c2c3c(sc2n1)CCC3 (stereo not drawn)
→ -0.9	-5	-4	6	3	-9	-5	1	-3
CCC(C)c1ccc(S(=O)(=O)N2CCN(c3ccccn3)CC2)cc1 (stereo not drawn)
→ 5.7	5	-11	4	1	-10	-25	0	0
CN1CCN(CCC(=O)N/N=C/c2cc([N+](=O)[O-])ccc2OC(F)F)CC1
→ 1.8	-4	0	4	2	-5	-5	4	0
O=C(CSc1nc(O)c(C(c2ccccc2)c2ccccc2)c(=O)[nH]1)N1CCOCC1
→ -1.7	3	0	2	4	-1	-9	2	1
O=C1OCCC1=COCCOC=C1CCOC1=O
→ -3.0	6	-1	4	3	-14	3	6	0
O=C(CCCN=C1NS(=O)(=O)c2ccccc21)Nc1ccc(Cl)cc1
→ 0.7	2	-3	9	3	4	-2	0	3
COc1cccc(N2CC(C(=O)Nc3nnc(SCC(=O)Nc4ccc(NC(C)=O)cc4)s3)CC2=O)c1 (stereo not drawn)
→ 1.0	-4	9	0	-3	5	5	-1	0
NC(=O)c1ccc(NC(=O)COC(=O)C2CC(=O)N(Cc3ccccc3)C2)cc1 (stereo not drawn)
→ 1.2	2	4	4	4	-13	-1	11	1
O=C(C[n+]1cccc(CNC(=O)c2ccc(OC(F)F)cc2)c1)c1ccccc1
→ -0.7	-10	0	-12	2	-13	8	10	0
CCOc1ccc(Br)cc1S(=O)(=O)NCCN1CCCC1
→ -2.5	-4	14	2	-4	-8	2	2	0
O=C1c2ccccc2C(=O)N1Nc1ccccc1
→ 1.9	-7	8	2	-1	-6	4	6	0
COCCOC(=O)/C=C1/NC(=O)CS1
→ 2.3	-4	-15	3	4	-5	-7	1	1
Cc1ccccc1-c1nnc(-c2ccc(Br)cc2)o1
→ 3.2	0	-3	-3	2	-11	-5	7	0
COc1ccc(/C=N/NC(=O)c2ccco2)cc1COc1ccc(F)cc1
→ -0.4	-1	1	5	-1	-21	-7	7	5
Cc1cccc(C(=O)N2CCC(=O)N(C(COCc3cccc(Cl)c3)Cc3ccccc3)CC2)c1 (stereo not drawn)
→ 2.8	-2	8	-5	-12	-11	-19	0	11
O=C(COC(=O)COc1ccccc1)NC1CCS(=O)(=O)C1 (stereo not drawn)
→ 4.9	-3	16	6	5	-7	-23	5	2
O=[N+]([O-])c1cc(NCCO)c(N2CCCCCC2)c2nonc12
→ -1.3	0	2	-3	4	-9	2	2	1
O=C1NC(=Nc2ccccc2)S/C1=C\c1cccs1
→ -4.2	3	10	-33	-20	7	6	-13	10
COc1ncccc1-c1nnn(-c2ccccc2Br)n1
→ -1.0	3	3	6	4	0	-3	2	2
CC1CCN(c2ccc(C(=O)O)cc2NS(=O)(=O)c2ccc(Br)cc2)CC1
→ -5.0	-5	-1	-7	-2	-7	-3	4	-2

6 records drawn at random from those above:
Each structure is followed by: CRFBP-R2 agonist	CHRM5 agonist	CHRM5 antagonist	M4 PAM	M5 PAM	M1 antag	M4 antag	M1 PAM	CHRM4 agonist
CCC(C)c1ccc(S(=O)(=O)N2CCN(c3ccccn3)CC2)cc1 (stereo not drawn)
→ 5.7	5	-11	4	1	-10	-25	0	0
O=C(C[n+]1cccc(CNC(=O)c2ccc(OC(F)F)cc2)c1)c1ccccc1
→ -0.7	-10	0	-12	2	-13	8	10	0
COc1cccc(N2CC(C(=O)Nc3nnc(SCC(=O)Nc4ccc(NC(C)=O)cc4)s3)CC2=O)c1 (stereo not drawn)
→ 1.0	-4	9	0	-3	5	5	-1	0
CC1CCN(c2ccc(C(=O)O)cc2NS(=O)(=O)c2ccc(Br)cc2)CC1
→ -5.0	-5	-1	-7	-2	-7	-3	4	-2
O=C(COC(=O)COc1ccccc1)NC1CCS(=O)(=O)C1 (stereo not drawn)
→ 4.9	-3	16	6	5	-7	-23	5	2
CN1CCN(CCC(=O)N/N=C/c2cc([N+](=O)[O-])ccc2OC(F)F)CC1
→ 1.8	-4	0	4	2	-5	-5	4	0

The results go on:
Each structure is followed by: CRFBP-R2 agonist	CHRM5 agonist	CHRM5 antagonist	M4 PAM	M5 PAM	M1 antag	M4 antag	M1 PAM	CHRM4 agonist
Cc1nc2ccccc2n1C(c1cccnc1)c1nc2ccccc2[nH]1 (stereo not drawn)
→ ·	3	-2	12	4	·	-4	·	2
O=C(COc1ccccc1Cl)c1ccc2c(c1)CCCC2
→ 2.7	-4	-4	4	-3	-11	-13	7	-2
CCc1cc(C(=O)N/N=C/c2ccc(O)cc2O)c2ccccc2n1
→ 1.0	2	-8	5	-1	-1	-7	2	0
O=C(COC(=O)C12CC3CC(CC(C3)C1)C2)N1CCN(S(=O)(=O)c2ccccc2)CC1
→ 12	-3	8	5	0	-8	-4	5	1
COc1ccc(-c2cc3ccc(OCC(C)=O)cc3oc2=O)cc1
→ -0.2	1	-11	-1	-2	5	-1	-1	2
COc1ccc(OC)c(-c2cn(S(=O)(=O)c3ccccc3)nc2N)c1
→ 8.6	-5	6	-5	-1	11	-2	-6	0
COc1nnc(-c2ccc(C)c(S(=O)(=O)NCC3CCCO3)c2)c2ccccc12 (stereo not drawn)
→ -1.7	0	16	-5	-4	-12	6	2	4
CCOc1ccc(C=NCC(O)c2ccccc2)cc1 (stereo not drawn)
→ 1.5	-1	7	4	3	6	-22	-2	1
Cc1ccc(S(=O)(=O)Oc2ccc(C)cc2/C=N/N=C2\NC(=O)C(C)S2)cc1 (stereo not drawn)
→ 0.0	-9	-14	3	18*	-26	7	7	0
O=c1c2[nH]c3cccc(Cl)c3c2ncn1CC1CCCO1 (stereo not drawn)
→ -1.2	0	8	-9	-6	-7	0	4	2
C[C@H]1CN=C(N(C)C)N1CCCCc1ccccc1
→ 1.2	-13	11	-4	-12	11	6	-10	0
COc1ccc(NC(=O)CN2CCC(n3c(C)nc4cc(F)ccc43)CC2)c(OC)c1
→ 0.2	-5	-2	4	-1	-16	-2	13	5
Cc1cc(Cl)ccc1OCC(=O)Nc1ccccc1CO
→ -0.1	-6	0	-10	-16	-2	9	1	3
COc1cccc(NC(=O)C(NCCc2ccc(S(N)(=O)=O)cc2)c2ccccc2)c1 (stereo not drawn)
→ -0.1	-4	5	-6	-3	-9	3	10	3
Cc1cc([N+](=O)[O-])ccc1N1C(=O)c2ccc(C(=O)Nc3ccccc3C(=O)O)cc2C1=O
→ -0.8	1	-2	1	2	3	4	-1	-1
COc1cccc(-n2nnnc2SCC(=O)Nc2ccc(NC(C)=O)cc2)c1
→ -0.6	-1	6	-5	-6	4	5	-1	1
CCOc1ccc(CC(=O)NNC(=S)NC2CCCCC2)cc1OCC
→ 4.4	3	-6	5	1	-8	-3	9	1
O=C(Cn1nc(-c2ccccc2)ccc1=O)NCC1CCCO1 (stereo not drawn)
→ 1.2	-1	0	16	0	-12	13	8	1
O=C(Nc1cccc(C(F)(F)F)c1)C1Cc2c(-c3ccccc3)ccnc2O1 (stereo not drawn)
→ ·	0	1	-4	-1	-2	0	1	6
O=C(C1CCCC1)N(c1ccccc1)C1C=CS(=O)(=O)C1 (stereo not drawn)
→ -0.6	-1	-4	18	3	-15	-12	5	1

Next section
Each structure is followed by: CRFBP-R2 agonist	CHRM5 agonist	CHRM5 antagonist	M4 PAM	M5 PAM	M1 antag	M4 antag	M1 PAM	CHRM4 agonist
COc1ccc(OC)c(C2CC(=O)Nc3cc(OC)c(OC)c(OC)c32)c1 (stereo not drawn)
→ -1.6	-3	-5	10	-1	-6	5	8	1
COc1cccc(/C=N/NC(=O)c2ccc(CN3c4cccc5cccc(c45)S3(=O)=O)cc2)c1
→ 0.0	-1	4	-8	-6	-6	5	4	1
COc1ccccc1NC(=O)CSc1nnc(C)n1CC1CCCO1 (stereo not drawn)
→ 1.6	1	9	-1	-3	4	-2	13	2
C[C@H](NC(=O)c1ccccc1)C(=O)OCC(=O)Nc1sccc1C(N)=O
→ -1.2	4	1	-4	4	11	-6	-7	5
Cc1cccc(NC(=O)C2CCN(S(=O)(=O)c3cccc4cccnc34)CC2)c1
→ -0.3	7	3	-14	-12	13	1	-15	18
O=C(Nc1ccccc1)[C@@H]1CC=C[C@@H]2CCN(Cc3ccc(Cl)c(Cl)c3)C(=O)[C@@H]21
→ 0.0	1	1	5	6	5	8	0	0
Cc1ccc(NC(=O)COC(=O)c2ccnn2C)cc1
→ 0.5	3	-2	-4	-4	-8	9	3	2
Cn1nnnc1NCc1ccccc1F
→ -0.4	-9	14	0	1	-7	6	6	1
c1ccc2nc(N3CCCC3)c(N3CCCC3)nc2c1
→ -0.6	-2	4	3	-6	-18	-1	-5	0
CCOc1ccc(S(=O)(=O)N2CCC(C(=O)NCC3CCCO3)CC2)cc1C (stereo not drawn)
→ -0.3	-5	6	5	2	-7	5	4	-1
O=C(CSc1nnc(-c2ccccc2F)n1C1CC1)NCc1ccco1
→ 2.0	2	-6	9	6	12	-12	-4	2
Cc1cc(C)cc(C(=O)NC(=S)Nc2cccnc2)c1
→ 0.7	-6	-6	5	3	-4	-13	4	2
Cc1cccc(-c2csc(N)c2C(=O)OC(C)C)c1
→ -2.8	-11	4	-3	-3	-3	1	2	-2
